PME-1 inh: PME-1 (human) inhibition | recombinant PME-1, FP-Rh probe fluorescence polarization | inhibition, % at 5.9 µM | 320,000 compounds, 0.53% hits;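 active = inhibition above the campaign mean of all compounds plus 3 SD, cut at about 26% in these data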;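 also: competitive labeling of PME-1 active site by serine hydrolase directed probe; 0% = PME-1 with DMSO and 100% = wells lacking PME-1 enzyme; inhibitors block probe labeling so polarization falls and inhibition rises; many of its hits are not listed in these tables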
LYPLA2 inh: counter-screen for PME1 inhibitors: inhibitors of human LYPLA2; O95372; recombinant LYPLA2, FP-Rh probe fluorescence polarization; inhibition, % at 5.9 µM; 320,000 compounds, 0.38% hits;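 active = inhibition above the screen-wide mean plus 3 SD, limit set per campaign, cut at about 26% in these data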;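 also: 0% = LYPLA2 with DMSO and 100% = wells lacking LYPLA2 enzyme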
Target sequence (O95372 whole entry, looked up): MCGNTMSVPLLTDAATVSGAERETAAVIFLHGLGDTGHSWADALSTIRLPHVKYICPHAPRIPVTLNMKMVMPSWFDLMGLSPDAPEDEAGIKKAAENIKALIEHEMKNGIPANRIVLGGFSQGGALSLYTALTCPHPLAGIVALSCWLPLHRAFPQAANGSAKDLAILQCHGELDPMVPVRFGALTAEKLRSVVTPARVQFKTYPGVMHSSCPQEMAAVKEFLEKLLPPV
GSTO1 inh: GSTO1 inhibition, counter-screen for RBBP9 inhibitors. P78417. recombinant GSTO1, activity-based probe fluorescence polarization. inhibition, % at 5.96 µM. 300,000 compounds, 1.1% hits. AID 1974;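 active = inhibition above the campaign mean inhibition plus 3 SD, cut at about 35% in these data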;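 also: 0% = GSTO1-1 with DMSO and 100% = wells lacking GSTO1-1 enzyme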
LYPLA1 inh: blocks human lysophospholipase 1, a PME1 counter-screen | O75608 | recombinant LYPLA1, FP-Rh probe fluorescence polarization | inhibition, % at 5.9 µM | 320,000 compounds, 0.16% hits | AID 2174;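 active = inhibition above the mean of all tested compounds plus 3 SD, set per campaign, cut at about 14% in these data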;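 also: inhibitors block serine hydrolase probe labeling of LYPLA1 so polarization falls; 0% = enzyme with DMSO and 100% = wells lacking LYPLA1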
Target sequence (O75608 whole entry, looked up): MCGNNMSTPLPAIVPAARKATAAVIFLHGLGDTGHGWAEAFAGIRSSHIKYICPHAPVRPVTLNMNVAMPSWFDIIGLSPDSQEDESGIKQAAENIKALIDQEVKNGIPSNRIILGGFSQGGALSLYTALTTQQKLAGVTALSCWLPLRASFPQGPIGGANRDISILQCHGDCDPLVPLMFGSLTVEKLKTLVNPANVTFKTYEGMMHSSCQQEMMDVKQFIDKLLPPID
PAD4 FP inh: blocks human protein arginine deiminase 4. 330,000 compounds, 0.41% hits. Q9UM07. inhibition, % at 6.36 µM. recombinant PAD4, RCA probe fluorescence polarization. AID 485272;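 active = percent inhibition above a cutoff equal to the mean of all tested compounds plus 3 SD, cut at about 15% in these data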;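 also: 0% = PAD4 with RCA probe and DMSO and 100% = probe without PAD4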
PAFAH1B3 FP inh: PAFAH1B3 (human) inhibition; 340,000 compounds, 0.28% hits; Q15102; inhibition, % at 3.39 µM; recombinant PAFAH1B3, FP-rhodamine probe, fluorescence polarization; AID 492972;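 active = inhibition above the screen-wide average of all tested compounds plus 3 SD, cut at about 25% in these data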;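 also: 0% = enzyme with DMSO only and 100% = wells lacking PAFAH1B3 protein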
Target sequence (Q15102 whole entry, looked up): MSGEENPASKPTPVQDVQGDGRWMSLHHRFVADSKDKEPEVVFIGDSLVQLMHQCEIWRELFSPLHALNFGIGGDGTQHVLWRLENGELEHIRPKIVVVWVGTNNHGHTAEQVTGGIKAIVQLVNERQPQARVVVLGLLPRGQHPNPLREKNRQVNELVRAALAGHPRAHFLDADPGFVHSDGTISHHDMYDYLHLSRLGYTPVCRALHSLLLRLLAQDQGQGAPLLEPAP
pPAFAH FP inh: inhibitors of human plasma PAF acetylhydrolase (pPAFAH). Q13093. recombinant pPAFAH, FP-rhodamine probe fluorescence polarization. inhibition, % at 3.39 µM. 330,000 compounds, 1.5% hits. AID 463082;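 active = inhibition above the mean inhibition across the screen plus 3 SD, cut at about 25% in these data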;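 also: inhibitors block binding of the rhodamine activity-based probe so polarization drops; 0% = enzyme with DMSO and 100% = wells lacking pPAFAH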
PAFAH1B2 inh: blocks human PAF acetylhydrolase 1b catalytic subunit 2 | P68402 | recombinant PAFAH1B2, FP-rhodamine activity probe, fluorescence polarization | inhibition, % at 3.39 µM | 340,000 compounds, 1.2% hits;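 active = inhibition above the mean of all tested compounds plus 3 SD, cut at about 24% in these data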;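 also: 0% = enzyme with DMSO and 100% = wells lacking PAFAH1B2; many of its hits are not listed in these tables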
Target sequence (P68402 whole entry, looked up): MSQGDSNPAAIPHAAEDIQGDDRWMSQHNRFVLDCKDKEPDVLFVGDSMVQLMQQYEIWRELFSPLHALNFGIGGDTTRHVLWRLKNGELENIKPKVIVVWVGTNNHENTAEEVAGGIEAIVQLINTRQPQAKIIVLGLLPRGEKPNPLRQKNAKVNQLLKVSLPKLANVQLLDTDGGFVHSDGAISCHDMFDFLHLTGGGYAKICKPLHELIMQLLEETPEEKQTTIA
PAFAH2 inh: inhibitors of human PAFAH2. Q99487. recombinant PAFAH2, FP-rhodamine activity probe, fluorescence polarization. inhibition, % at 3.39 µM. 340,000 compounds, 0.99% hits. AID 492956;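 active = inhibition above the mean over all tested compounds plus 3 SD, cut at about 30% in these data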;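 also: inhibitors block probe labeling of enzyme so polarization drops; 0% = enzyme with DMSO and 100% = wells lacking PAFAH2 protein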
Numbers without * were called inactive; . = not tested or not shown. These rows are one share of the data; the hit share may differ from the screen's.

canonical_smiles | PME-1 inh | LYPLA2 inh | GSTO1 inh | LYPLA1 inh | PAD4 FP inh | PAFAH1B3 FP inh | pPAFAH FP inh | PAFAH1B2 inh | PAFAH2 inh
CC(=O)Nc1ccc(NC(=O)CSc2ccc(C(F)(F)F)cc2[N+](=O)[O-])cc1 | -11 | -4 | -1 | -4 | -3 | 6 | -1 | 7 | 8
CC[C@H](C)[C@H](NC(N)=O)C(=O)Nc1ccc(OC)c(Cl)c1 | -5 | 1 | 6 | 0 | -5 | -4 | 2 | 0 | -4
Cc1cccc(C)c1NC(=O)CSc1nnc(C)n1-c1ccccc1 | 4 | 8 | 4 | 7 | 1 | 8 | 5 | 5 | 3
CCc1nc(N2CCN(C(C)=O)CC2)c2c3c(sc2n1)CC(C(C)(C)C)CC3 (configuration not stated) | -4 | 2 | -8 | 1 | -4 | 9 | 4 | 2 | 0
CC(C)(C)OC(=O)NCCCCCNC(=O)c1[nH]cnc1C(=O)NC1CCN(C(=O)OC(C)(C)C)CC1 | 0 | 7 | . | 5 | -4 | 4 | 10 | 1 | 0
CCc1nnc(NC(=O)CCN2C(=O)C3CCCCC3C2=O)s1 (configuration not stated) | -1 | -4 | 5 | -4 | -1 | 1 | 5 | -1 | -1
C/C(CC(=O)Nc1ccccn1)=N\NC(=O)Cc1cccc2ccccc12 | -1 | -3 | 12 | 1 | -10 | -6 | -5 | 2 | 2
COc1ccc(-n2c(SCC(=O)Nc3ccc4c(c3)OCO4)nc3c(c2=O)SCC3)cc1 | -3 | -2 | 2 | -2 | 1 | -2 | -1 | 2 | 2
COc1ccc(CCNC(=O)C(=O)NCC2OCCN2S(=O)(=O)c2ccc(OC)c(OC)c2)cc1 (configuration not stated) | -1 | -2 | 2 | 1 | 4 | -5 | -1 | 3 | 2
CCCCN(C(=O)c1ccc(N2CCCC2=O)cc1)c1c(N)n(CC(C)C)c(=O)[nH]c1=O | -3 | 5 | . | 0 | 2 | 8 | -3 | 1 | 0
Cc1ccccc1C(=O)OCn1nnc2ccccc2c1=O | 1 | 9 | 2 | -3 | 2 | 3 | 7 | 7 | 9
FC(F)(F)c1cccc(N2CCN(CC3CC4C=CC3C4)CC2)c1 (configuration not stated) | 3 | 1 | -5 | 0 | -1 | 1 | 3 | -1 | 1
Cc1ccc(N2CCN(S(=O)(=O)N3CCCCC3)CC2)cc1Cl | 2 | 2 | 1 | -2 | 1 | 12 | 3 | 8 | 9
Cc1ccc(C(C(=O)NC2CCCCC2)N(C(=O)Cc2c[nH]c3ccccc23)c2ccccc2C)o1 (configuration not stated) | 0 | -5 | 3 | 1 | -5 | -6 | -1 | 6 | -5
CN(c1ccc(C(=O)N2CCc3ccccc3C2)cc1)S(C)(=O)=O | 4 | -3 | 6 | -1 | -7 | -7 | 0 | 0 | -1
C=CCc1ccccc1OCC(=O)N/N=C/c1ccccc1OCC | -6 | 1 | -6 | 2 | -1 | 6 | 6 | -2 | -1
COc1ccc(CCNC(=O)C2CC(=O)N(c3ccc(Br)cc3)C2)cc1OC (configuration not stated) | 0 | 0 | 3 | 1 | 1 | 4 | -2 | -4 | 4
O=C(c1cc(-c2ccncc2)nc2ccccc12)N1CCN(S(=O)(=O)/C=C/c2ccccc2)CC1 | 5 | 14 | -6 | -2 | -2 | 2 | 8 | 3 | 3
COc1ccc([N+](=O)[O-])cc1-n1cccc1 | -4 | -4 | 0 | -3 | 2 | -2 | 3 | 6 | -1
O=C1CS/C(=N/N=C/c2ccc(OS(=O)(=O)c3ccccc3)cc2)N1 | 8 | 10 | 4 | 4 | 3 | 5 | 17 | 11 | 12
CCC(=O)NC(c1cccs1)c1cc(Cl)c2ccccc2c1O (configuration not stated) | 7 | 4 | . | -3 | -6 | 6 | 0 | 2 | -7
Cc1cnc(CN2CCc3c([nH]c4ccccc34)C2CC(C)C)[nH]1 (configuration not stated) | -3 | 1 | -4 | -5 | -6 | 4 | 1 | 2 | -3
Cc1cc(C)c(C#N)c(SCc2ccc(F)cc2)n1 | 3 | 4 | 0 | -4 | -3 | 2 | 2 | 0 | -8
CCOC(=O)N1CCC(Nc2c(NCCCN3CCN(C4CCCCC4)CC3)c(=O)c2=O)CC1 | 7 | 4 | 0 | 4 | -4 | 2 | 7 | -2 | 1
CC(=O)N1N=C(c2ccc(C)o2)CC1c1ccc(Br)cc1 (configuration not stated) | 4 | 2 | 2 | -2 | 0 | 2 | 1 | -2 | 3

Reprinted at random: 2 records from the list.
canonical_smiles | PME-1 inh | LYPLA2 inh | GSTO1 inh | LYPLA1 inh | PAD4 FP inh | PAFAH1B3 FP inh | pPAFAH FP inh | PAFAH1B2 inh | PAFAH2 inh
COc1ccc(CCNC(=O)C(=O)NCC2OCCN2S(=O)(=O)c2ccc(OC)c(OC)c2)cc1 (configuration not stated) | -1 | -2 | 2 | 1 | 4 | -5 | -1 | 3 | 2
COc1ccc(CCNC(=O)C2CC(=O)N(c3ccc(Br)cc3)C2)cc1OC (configuration not stated) | 0 | 0 | 3 | 1 | 1 | 4 | -2 | -4 | 4

Carrying on:
canonical_smiles | PME-1 inh | LYPLA2 inh | GSTO1 inh | LYPLA1 inh | PAD4 FP inh | PAFAH1B3 FP inh | pPAFAH FP inh | PAFAH1B2 inh | PAFAH2 inh
CCOc1ccccc1CNC(=O)c1ccc(NC(=O)C2=C(C)OCCS2)cc1 | -1 | -4 | -10 | -3 | 1 | 6 | 6 | 3 | -3
Cc1ccc(C(=O)N2CCN(c3ccccc3F)CC2)cc1S(=O)(=O)N1CCOCC1 | 8 | 4 | -5 | 6 | 2 | -9 | 2 | 0 | -7
C/C(=N\NC(=O)COc1ccccc1-c1ccccc1)c1ccccn1 | 10 | -8 | 6 | -4 | 0 | 10 | 13 | 3 | -2
CCCC(=O)Nc1nnc(SCC(=O)Nc2ccc3c(c2)OCO3)s1 | 4 | 3 | 3 | 0 | -2 | -8 | 5 | 3 | -5
Cc1ccc(O)c(NC(=O)c2cc(-c3ccccc3)on2)c1 | -4 | -7 | 10 | -1 | -2 | 12 | 6 | -3 | -7
O=C(Nc1ccc(O)cc1)c1cc2ccccc2c(=O)s1 | -1 | -1 | 1 | -2 | -9 | 7 | 6 | 3 | 4
CC1Cc2ccccc2N1C(=O)c1ccnc(C(C)(C)C)c1 (configuration not stated) | -2 | 1 | -1 | -2 | -2 | -1 | 0 | 5 | -1
Cc1ccc2nc(-c3ccc(NC(=O)CN4CCN(C(=O)c5ccco5)CC4)cc3)sc2c1 | -8 | 1 | -21 | -3 | -6 | -3 | 18 | -6 | -8
O=C(Nc1ccc(Cl)c(Cl)c1)C1C2C=CC3(O2)C1C(=O)N(CCN1CCCCC1)C3C(=O)NC1CCCCC1 (configuration not stated) | -1 | 5 | 9 | -1 | -5 | 3 | 2 | 3 | 5
COC(=O)C1CCN(C(=O)COC(=O)c2cc(S(=O)(=O)N3CCOCC3)ccc2C)CC1 | . | . | . | . | 4 | 6 | -5 | 3 | -3
CCOc1cc(NC(=O)c2cccs2)c(OCC)cc1NC(=O)c1ccco1 | -3 | 5 | -3 | 4 | -3 | 0 | 10 | 2 | 0
CC(C)c1nnc(NC(=O)C2CCCN2C(=O)Nc2ccccc2F)s1 (configuration not stated) | -1 | 0 | -2 | 1 | 0 | 1 | 6 | 2 | 4
O=C(COC(=O)/C=C/c1ccccc1)NCCc1ccc(F)cc1 | . | . | . | . | -4 | 7 | 19 | 7 | 61*
c1ccc2c(c1)CCCn1nnnc1-2 | 6 | 4 | -6 | 3 | -5 | 3 | 1 | 1 | 4
Cc1nnsc1S(=O)c1ccccc1Cl (configuration not stated) | -2 | -8 | 3 | -5 | 4 | 7 | -2 | 2 | -2
COc1ccc(Cc2nnc(SCC(=O)Nc3cc(Cl)ccc3C)[nH]c2=O)cc1 | 0 | 0 | -21 | -3 | -1 | -3 | 0 | 8 | 4
CC(Sc1ccccc1)C(=O)N1CCN(S(=O)(=O)c2ccccc2C(F)(F)F)CC1 (configuration not stated) | 2 | -3 | -1 | -2 | -1 | 6 | 3 | 6 | -11
CCOC(=O)N1CCN(S(=O)(=O)c2ccc(OCC(=O)OC)c(C)c2)CC1 | 0 | 7 | -3 | 1 | 2 | -1 | 7 | -2 | -8
Oc1cc2c(cc1CN1CCN(c3cccc(C(F)(F)F)c3)CC1)CCC2 | 0 | 20 | 8 | 1 | 3 | 8 | 4 | 2 | 11
CN(C)/N=C/c1ccc(P(c2ccc(/C=N/N(C)C)o2)c2ccc(/C=N/N(C)C)o2)o1 | 2 | 3 | 0 | 0 | 1 | . | 13 | . | .
CCC(=O)Nc1nnc(SCC(=O)NCc2ccc3c(c2)OCO3)s1 | -11 | -6 | 2 | 0 | 2 | 4 | -3 | 1 | 3
O=C(Nc1ccc2c(c1)C(=O)OC2)c1ccc(C(F)(F)F)cc1 | -6 | 0 | 9 | 1 | -2 | 5 | 3 | 3 | -2
CN(C)c1ccc(-c2n(C)c3ccccc3[n+]2C)cc1 | -1 | 3 | 7 | 3 | -4 | 0 | -4 | -1 | 3
Cc1nc(SCC(=O)Nc2ccnc3ccccc23)n[nH]1 | 5 | 0 | 5 | -2 | 0 | 3 | 2 | 5 | 6
COc1cc(/C=N\Nc2nc3ccccc3[nH]2)cc(OC)c1OC | -43 | -3 | -10 | 6 | -4 | 6 | 11 | 2 | -2
CCOc1cc2c(cc1OC)C(NC(=O)C(F)(F)F)CC2=O (configuration not stated) | 5 | 1 | 0 | -6 | -5 | 7 | 2 | -1 | -5
CC(=O)C1=C(O)C(=O)N(c2ccc(Br)cc2)C1c1cccc([N+](=O)[O-])c1 (configuration not stated) | 4 | 6 | 0 | 3 | -1 | 5 | 1 | -2 | 3
Cc1cc(-n2cc(Br)c(=O)[nH]c2=O)nc(-c2ccccc2)n1 | -3 | 3 | 0 | 1 | 4 | 3 | 7 | 1 | -2
Cc1c(C(=O)N2CCCCC2)oc2ccc(S(=O)(=O)N3CC(C)CC(C)C3)cc12 (configuration not stated) | 4 | 2 | -84 | -1 | -4 | 4 | 3 | 13 | -4
CC(=O)N1CCc2cc(S(=O)(=O)NC(CC(C)C)C(=O)N3CCc4ccccc4C3)ccc21 (configuration not stated) | 8 | 1 | -3 | -2 | -1 | 11 | 2 | 6 | 1
O=C(NCc1ccccn1)C(=O)Nc1nc(-c2ccccc2)cs1 | -3 | 5 | 4 | 3 | 7 | 3 | 2 | 2 | 6
Cc1ccccc1NC(=O)CN(C)S(=O)(=O)c1ccc(-c2ccc(=O)[nH]n2)s1 | -8 | -13 | -1 | -5 | -3 | 1 | 2 | 5 | -4
CCN(C(=O)c1ccccc1)c1ccc([N+](=O)[O-])cc1 | 3 | -2 | 0 | -3 | -1 | 8 | 5 | 5 | 2
CCN(CC)C(=O)[C@H]1C[C@H](CC(=O)NCCCn2ccnc2)C(=O)N2CCc3c([nH]c4ccc(Cl)cc34)[C@]12C | . | . | . | . | 2 | -2 | 5 | 3 | -2
COc1ccc(CCNC(=O)CCn2c(=O)oc3ccccc32)cc1OC | -7 | 1 | 2 | 2 | 2 | 1 | 2 | 0 | -6

Compound activity: PubChem BioAssay, The Scripps Research Institute Molecular Screening Center
